# mIAP inh = blocks mouse intestinal alkaline phosphatase; purified mouse IAP, CDP-Star luminescence, 30 min; inhibition, % at 10 µM; 0.2% of 330,000 active;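 active = inhibition of at least 40% at 10 µM in the primary screen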;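 also: plate controls were DMSO with enzyme for no effect and no enzyme wells for full effect; values of inactives mirror those of a sister screen read the other way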
# mIAP activ = mouse IAP activation; 0.24% of 330,000 active; muIAP, CDP-Star luminescence, 30 min; hits give high values; 1 = vehicle-only enzyme signal, 0 = enzyme-free wells; activation factor at 10 µM;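 active = activation factor of at least 2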; also: the source names both 10 and 20 µM as test concentration; values of inactives mirror those of a sister screen read the other way
#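 System: Mouse IAP enzyme | Also added: CDP-Star substrate | Dosing: Compounds dispensed in DMSO | Schedule: 30 min enzyme-substrate-compound incubation at room temperature | Technique: Chemiluminescence readout | Control set: DMSO-only wells and no-enzyme negative control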
# A3A deaminase = inhibitors of human APOBEC3A DNA deaminase; P31941; recombinant A3A, FAM/TAMRA ssDNA deamination fluorescence; inhibition, % at 20 µM; 0.41% of 330,000 active; AID 493011;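 active = at least 40% inhibition at 20 µM here, with at most 30% in a related deaminase screen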;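 also: plate controls were A3A with DMSO for no effect and wells lacking A3A enzyme for full effect; some results filed as inactive read as strong as hits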
# Target sequence (P31941 whole entry, looked up): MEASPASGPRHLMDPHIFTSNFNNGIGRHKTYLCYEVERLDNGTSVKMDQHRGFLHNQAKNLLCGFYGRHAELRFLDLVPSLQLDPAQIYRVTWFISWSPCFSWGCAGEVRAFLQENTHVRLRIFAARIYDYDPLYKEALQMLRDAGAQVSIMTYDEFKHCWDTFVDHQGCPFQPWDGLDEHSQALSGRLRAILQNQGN
# ATG4B inhibitor = ATG4B (human) cysteine protease inhibition | ATG4B cleavage of LC3-PLA2, NBD-HPC fluorescence, 1 h | inhibition, % at 8.33 µM | 0.51% of 340,000 active | AID 504462; in the data active = inhibition above about 40%
# hIAP inh = human IAP inhibition; P09923; purified IAP, CDP-Star luminescence, 30 min; inhibition, % at 10 µM; 0.12% of 330,000 active; AID 2544;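 active = inhibition reaching a set limit with compound at 10 µM in the primary screen, cut at about 35% in these data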;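 also: plate controls were DMSO wells with enzyme for no effect and no-enzyme buffer wells for full effect; values of inactives mirror those of a sister screen read the other way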
# Target sequence (P09923 whole entry, looked up): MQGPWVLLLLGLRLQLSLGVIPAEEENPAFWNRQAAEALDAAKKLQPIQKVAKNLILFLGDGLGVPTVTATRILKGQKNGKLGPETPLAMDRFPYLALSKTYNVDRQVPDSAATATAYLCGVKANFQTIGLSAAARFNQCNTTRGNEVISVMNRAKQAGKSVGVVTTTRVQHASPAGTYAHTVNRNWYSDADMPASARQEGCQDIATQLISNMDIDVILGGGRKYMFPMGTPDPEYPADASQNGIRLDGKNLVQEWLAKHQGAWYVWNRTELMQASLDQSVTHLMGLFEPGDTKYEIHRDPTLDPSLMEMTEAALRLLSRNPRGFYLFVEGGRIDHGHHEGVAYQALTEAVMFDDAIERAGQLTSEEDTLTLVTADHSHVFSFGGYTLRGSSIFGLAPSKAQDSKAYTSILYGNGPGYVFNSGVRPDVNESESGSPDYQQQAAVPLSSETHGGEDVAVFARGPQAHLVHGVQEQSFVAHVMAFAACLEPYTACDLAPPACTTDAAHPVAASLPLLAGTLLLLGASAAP
# HKDC1 inh = blocks human hexokinase HKDC1 activity. inhibition, % at 20 µM. AID 493160. recombinant HKDC1, G6PDH/diaphorase resazurin coupled fluorescence. Q2TB90. 0.16% of 340,000 active;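 active = inhibition above about 35% when tested at 20 µM, limit read from the data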;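 also: plate controls were DMSO wells with enzyme for no effect and DMSO wells lacking enzyme for full effect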
#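 Material: recombinant HKDC1 hexokinase; Amount: HKDC1 at 5 µg/mL; Medium: Tris pH 8.0 buffer with MgCl2, Tween-20, BSA, BME; Schedule: 90 min reaction incubation at room temperature, dark; Technique: coupled resazurin fluorescence, excitation 525 nm, emission 613 nm.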
# hIAP activ = increases human intestinal alkaline phosphatase activity; P09923; purified human IAP, CDP-Star luminescence, 30 min; hits give high values; 1 = vehicle-only enzyme, 0 = enzyme-free background; activation factor at 10 µM; 0.16% of 330,000 active;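 active = activation factor of the enzyme at least 2-fold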; also: the source names both 10 and 20 µM as test concentration; values of inactives mirror those of a sister screen read the other way
# PfG6PD inh = PfG6PD (Plasmodium falciparum) enzyme inhibition; inhibition, % at 20 µM; 0.78% of 350,000 active; PfGluPho enzyme, NADPH resazurin-diaphorase fluorescence;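 active = inhibition reaching at least a set limit at 20 µM in the primary screen, cut at about 59% in these data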;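 also: 0% = DMSO wells with substrate and 100% = DMSO wells lacking glucose-6-phosphate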
# * = called active by the depositor.
SMILES,mIAP inh,mIAP activ,A3A deaminase,ATG4B inhibitor,hIAP inh,HKDC1 inh,hIAP activ,PfG6PD inh
CC1CCCCC1NC(=O)COCc1cc(-c2cccs2)on1 (configuration not stated),-7,1.1,3,-1,13,8,0.87,-4
CCO[C@@H]1OC(C(=O)NCc2nc3ccccc3[nH]2)=C[C@H](c2csc3ccccc23)[C@H]1CCCO,-6,1.1,3,-28,4,2,0.96,6
CC(=O)Nc1ccc2nc(-c3ccco3)[nH]c2c1,-6,1.1,-1,-10,-33,-1,1.3,6
Cc1cc(Cl)ccc1Oc1ncnc2oc(-c3ccccc3)cc12,-8,1.1,-8,-5,-7,-6,1.1,-22
CCCCCc1ccc(-c2cn(CCc3c[nH]c4ccccc34)nn2)cc1,3,0.97,-2,-1,-5,-8,1.1,14
CCCC1CCC(c2ccc(C(=O)NN)cc2)CC1 (configuration not stated),7,0.93,1,-7,0,-2,1,-1
CC(=O)Nc1ccc(NC(=O)C(=O)c2cn(CC(=O)N3CCCCC3)c3ccccc23)cc1,3,0.97,-2,-17,-1,-2,1,12
COc1ccc(CNC(=O)CS(=O)(=O)Cc2nc(-c3cccc(OC)c3)oc2C)cc1,-5,1.1,-2,-6,-18,-3,1.2,1
O=C(NCc1ccccc1)[C@H]1C[C@@H]1[C@H](NP(=O)(c1ccccc1)c1ccccc1)c1ccccc1,-49,1.5,-1,55*,-9,-1,1.1,3
COc1ccccc1NC(=O)N1CCC(c2nc3ccccc3o2)CC1,-3,1,-3,1,0,-5,1,-4
Cc1ccc(C(=O)N2CCC(C(=O)c3ccc(Cl)cc3)CC2)cc1,-2,1,-1,0,-21,0,1.2,6
CCOc1ccc(NC(=O)CSc2nnc(CCNC(=O)c3ccc(OC)cc3)n2CC)cc1,-5,1,-2,-5,-5,-8,1.1,0
COCCN(C(=O)c1csnn1)C(C(=O)NC(C)(C)C)c1cccc(OC)c1 (configuration not stated),1,0.99,-2,-3,-8,2,1.1,1
O=C(NNC(=O)C1CC(c2cccs2)=NO1)NC1CCCCC1 (configuration not stated),0,1,2,4,-24,18,1.2,-11
CCOc1ccc(NC(=O)CN2C(=O)NC(C)(c3ccc(OC(F)F)cc3)C2=O)cc1 (configuration not stated),3,0.97,0,5,1,8,0.99,-15
Cc1ccc(NC(=O)COC(=O)C(NS(=O)(=O)c2ccc(Cl)cc2)C(C)O)cc1 (configuration not stated),-2,1,2,3,-1,-10,1,-4
O=c1cc(-c2ccccc2)[nH]n1-c1nc2ccccc2s1,0,0.99,-6,30,-1,-3,1,-20
COc1ccc(CNC(=O)C/C(C)=N/NC(=O)c2cnccn2)cc1,0,1,-7,-10,-15,-7,1.2,14
CC(C)CCNC(=O)NC(=O)CSc1nnc2ccccn12,-13,1.1,-4,4,-10,-6,1.1,-17
FC(F)(F)c1nnc2ccc(N3CCOCC3)nn12,-10,1.1,-1,-9,-10,-5,1.1,-4
CCCCC1=CC2=CC(=O)C(C)(OC(=O)CC)C(=O)C2=CN1c1ccccc1 (configuration not stated),5,0.95,-1,4,3,19,0.97,8
COc1ccc(OCC(=O)Nc2cccc(S(=O)(=O)N(C)c3ccccc3)c2)c([N+](=O)[O-])c1,7,0.93,-2,3,7,2,0.93,2
Cc1ccc(S(=O)(=O)N2CCCN(S(=O)(=O)c3ccc(C)cc3)CC2)cc1,7,0.93,2,-22,3,6,0.97,9
COc1ccc(-c2onc3ccc(Br)cc23)cc1,-2,1,3,-7,5,-1,0.95,10
O=C(NCc1ccccn1)C12CC3CC(CC(C3)C1)C2,9,0.91,0,5,5,-9,0.95,-18

# Compound profiles, as listed above. Order of values: mIAP inh	mIAP activ	A3A deaminase	ATG4B inhibitor	hIAP inh	HKDC1 inh	hIAP activ	PfG6PD inh
# Results for CC1CCCCC1NC(=O)COCc1cc(-c2cccs2)on1 (configuration not stated) = -7	1.1	3	-1	13	8	0.87	-4
# Results for Cc1ccc(C(=O)N2CCC(C(=O)c3ccc(Cl)cc3)CC2)cc1 = -2	1	-1	0	-21	0	1.2	6

# Other structures:
SMILES,mIAP inh,mIAP activ,A3A deaminase,ATG4B inhibitor,hIAP inh,HKDC1 inh,hIAP activ,PfG6PD inh
O=C(CCCN1C(=O)c2cccc3cccc(c23)C1=O)NCc1ccco1,-9,1.1,2,-4,-13,4,1.1,-13
CC(CC(=O)NCc1ccco1)S(=O)(=O)c1ccc2c(c1)CCN2C(=O)C1CC1 (configuration not stated),4,0.96,-5,-4,8,-3,0.92,0
COC(=O)c1ccccc1NC(=O)CSc1nnnn1-c1ccc(C)cc1C,-10,1.1,-2,-1,-18,-1,1.2,-3
COc1ccc(S(=O)(=O)N2CCN(C)CC2c2ccccc2)cc1OC (configuration not stated),-4,1,-5,-17,-10,-2,1.1,2
CCCCc1ccc(NC(=O)CC(C)C)cc1,0,0.99,-3,-6,-13,-2,1.1,20
CCOc1ccc(NC(=O)N2CCC(c3nc4ccccc4[nH]3)CC2)cc1,-1,1,1,-8,6,3,0.94,-10
COc1ccc(CN(C)C(=O)C2CC(=O)N(c3ccc4c(c3)OCCO4)C2)c(OC)c1 (configuration not stated),-12,1.1,3,-5,16,-2,0.84,2
O=C(O)CN1C(=O)/C(=C\c2ccccc2OCc2ccc(Cl)cc2Cl)SC1=S,27,0.73,9,37,30,12,0.7,-35
Cc1ccc2nc(-c3ccc(NC(=O)COC(=O)c4ccc([N+](=O)[O-])o4)cc3)sc2c1,1,0.99,0,-17,18,-6,0.82,14
Cc1ccc2nc(-c3cccnc3)oc2c1,1,0.99,-2,-7,1,-3,0.99,13
Clc1ccc(C(c2nnnn2CCc2ccccc2)N2CCSCC2)cc1 (configuration not stated),-15,1.1,-6,-16,0,4,1,0
CCC(=O)c1cc2c(C)cc(=O)oc2c(C)c1OC(=O)C(C)C,-4,1,-4,-10,-13,-3,1.1,-4
Cn1cc(C(=O)Nc2cccc(F)c2)cn1,-10,1.1,0,-6,1,-1,0.99,4
CCOc1ccc(CCNC(=O)CN2C(=O)NC3(CCCCC3C)C2=O)cc1OCC (configuration not stated),4,0.96,4,-6,-4,-4,1,-4
NC(=O)CSc1cn(CCNC(=O)c2cccs2)c2ccccc12,9,0.91,-2,3,-8,-6,1.1,22
Cc1c(C(=O)N2CCN(c3ccccc3)CC2)oc2c1C(=O)CC(C)(C)C2,6,0.94,-5,-6,-10,-4,1.1,7
COc1ccc(C(=O)Nc2ccc3c(c2)OCCO3)cc1[N+](=O)[O-],10,0.9,4,8,14,16,0.86,1
CCOC(=O)C1CCCN(C(=O)c2sc3nc(-c4ccc(F)cc4)cn3c2C)C1 (configuration not stated),5,0.95,-4,-3,5,-2,0.95,17
Cc1cccnc1CC(C)NC(=O)c1cc(COc2cncc(Cl)c2)on1 (configuration not stated),6,0.94,-1,2,13,-3,0.87,5
CCOc1ccc(CC2CC(=O)NC2=O)cc1 (configuration not stated),-2,1,-2,-3,-6,-6,1.1,-11
CCOc1ncccc1C(=O)OCc1ccc(C(=O)OC)cc1,11,0.89,-1,1,13,0,0.87,-10
COc1ccc(CN(C)C(=O)Cc2c[nH]c3ccccc23)cc1,5,0.95,-3,-6,-2,2,1,6
CCOc1ccc(-c2nc(C#N)c(NC3CC3)o2)cc1,-1,1,1,5,14,-2,0.86,19
COc1ccc(N2C(=O)C3C4C=CC(C5CC45)C3C2=O)c([N+](=O)[O-])c1 (configuration not stated),2,0.97,0,4,9,-10,0.91,-21
O=C(Nc1ccc(Oc2ccccc2)cc1)C1CCN(c2ncccn2)CC1,-1,1,-1,-7,0,-2,1,-7

# (further entries)
SMILES,mIAP inh,mIAP activ,A3A deaminase,ATG4B inhibitor,hIAP inh,HKDC1 inh,hIAP activ,PfG6PD inh
CC(=O)c1cccc(NC(=O)C2CCN(C(=O)c3ccc([N+](=O)[O-])cc3)CC2)c1,-3,1,2,-3,14,-8,0.86,-5
C=CC[C@@H](CC(=O)NCCO)C(=O)N[C@H](C)COC(=O)[C@@H](CC=C)Cc1ccc(F)cc1,-2,1,2,0,2,-4,0.98,-17
CCCN1CCC(NC(=S)Nc2ccc(OC)c(OC)c2)CC1,-1,1,-1,-2,-8,-13,1.1,-15
Cc1cc(OCC(=O)N2CCC(O)(c3ccc(Cl)cc3)CC2)c2c(C)cc(=O)oc2c1,-4,1,2,11,-10,1,1.1,-9
Cc1ccc(Cl)cc1NC(=O)C1CCN(S(C)(=O)=O)CC1,12,0.88,-2,-6,7,-11,0.93,6
N#CCC(=O)N/N=C/c1ccc(Sc2nc3ccccc3s2)o1,20,0.8,-2,-6,0,2,1,68*
Cn1c(=O)c2[nH]c(CN(Cc3ccccc3)Cc3ccccc3)nc2n(C)c1=O,2,0.98,-4,-7,2,-4,0.97,5
CC(NC(=O)c1cccc(C(F)(F)F)c1)C1CCCO1 (configuration not stated),2,0.98,1,-3,12,-9,0.89,-7
CCOC(=O)c1c(NC(=O)CCCN2CCOCC2)sc2c1CC(C)(C)OC2,13,0.87,5,-15,33,6,0.67,17
CCCC(=O)Nc1ccc2c(c1)C(=O)N(CCC(=O)O)C2=O,15,0.85,6,-6,5,-7,0.95,-5
CCOC(=O)c1c(C)[nH]c(C)c1S(=O)(=O)N(C)CC(=O)NCc1ccc(C)cc1,7,0.93,-2,-1,-10,-5,1.1,-8
Cc1ccc(C(=O)Nc2ccc(S(=O)(=O)N3CCCC3)cc2)o1,10,0.9,-2,-1,4,-2,0.96,2
COC(=O)NNC(=O)COc1ccccc1C,12,0.88,-2,4,-7,-11,1.1,-15
CC(C)(C)c1nnc(NC(=O)CCn2cnc3ccccc3c2=O)s1,4,0.96,-2,-2,-5,-8,1.1,6
COc1cc(C)ccc1OCCOCCOc1cc(C)c(C)cc1Br,12,0.88,0,6,-5,-8,1.1,1

# In the list so far, these contain an NH in an aromatic ring:
SMILES,mIAP inh,mIAP activ,A3A deaminase,ATG4B inhibitor,hIAP inh,HKDC1 inh,hIAP activ,PfG6PD inh
CCO[C@@H]1OC(C(=O)NCc2nc3ccccc3[nH]2)=C[C@H](c2csc3ccccc23)[C@H]1CCCO,-6,1.1,3,-28,4,2,0.96,6
CC(=O)Nc1ccc2nc(-c3ccco3)[nH]c2c1,-6,1.1,-1,-10,-33,-1,1.3,6
CCCCCc1ccc(-c2cn(CCc3c[nH]c4ccccc34)nn2)cc1,3,0.97,-2,-1,-5,-8,1.1,14
O=c1cc(-c2ccccc2)[nH]n1-c1nc2ccccc2s1,0,0.99,-6,30,-1,-3,1,-20
CCOc1ccc(NC(=O)N2CCC(c3nc4ccccc4[nH]3)CC2)cc1,-1,1,1,-8,6,3,0.94,-10
COc1ccc(CN(C)C(=O)Cc2c[nH]c3ccccc23)cc1,5,0.95,-3,-6,-2,2,1,6
Cn1c(=O)c2[nH]c(CN(Cc3ccccc3)Cc3ccccc3)nc2n(C)c1=O,2,0.98,-4,-7,2,-4,0.97,5
CCOC(=O)c1c(C)[nH]c(C)c1S(=O)(=O)N(C)CC(=O)NCc1ccc(C)cc1,7,0.93,-2,-1,-10,-5,1.1,-8
